HP1b chromo inh: HTS for Inhibitors of HP1-beta Chromodomain Interactions with Methylated Histone Tails | Chromobox protein homolog 1 (Homo sapiens), P83916 | AlphaScreen HP1-beta / biotin-H3K9me3 peptide binding | Potency, µM (top dose mostly 114 µM), for the others: at the top dose activity change, negative = inhibition, usual class: inhibitors | 0.56% of 390,000 active; also: potency is read from the fitted curve at half-maximal effect; nearly all actives have a fitted effect of over 70% in size; inactives centre near 23
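AlphaScreen: HP1-beta (50 nM) preformed 30 min with biotin-H3(1-18)K9me3 peptide (50 nM) in PBS pH 7.4, 0.01% Tween-20. Compound added for 30 min at RT, then streptavidin donor/nickel chelate acceptor beads (10 ug/mL) for 30 min.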
PI4K2A block: qHTS for small molecular inhibitors of PI4K2A. Phosphatidylinositol 4-kinase type 2-alpha (Homo sapiens), Q9BTU6. purified PI4K2A, ADP-Glo luminescence, 1 h; active compounds read low. activity change, negative = inhibition, % at 76.9 µM. 0.13% of 420,000 active; in the data active = activity change below about -50%; inconclusive = mostly about -30% to -49%;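 also: -100% = wells without enzyme as full effect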
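PI4K2A activity was measured by ADP-Glo luminescence: enzyme (4 ug/mL stock) and phosphatidylinositol (1.2 mM stock) in Tris pH 7.5/MgCl2/EGTA/Triton X-100 buffer were reacted with ATP (300 microM stock) for one hour at ambient temperature.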
Tb PGK inh: qHTS Assay to Find Inhibitors of Phosphoglycerate Kinase; Phosphoglycerate kinase, glycosomal (Trypanosoma brucei brucei), P07378; PGK/GAPDH coupled, Kinase-Glo luminescence, 60 min; Potency, µM (doses to about 57.5 µM), inactives show at the top dose activity change, negative = inhibition, most hits filed as inhibitors; 0.043% of 380,000 active; AID 602233, 2012; also: potency is read from the fitted curve at half-maximal effect; % is scaled to controls: 0 for no effect and ±100 for the full control effect; nearly all actives have a fitted effect of over 60% in size
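Luminescent ATP detection (Kinase-Glo Plus) follows a 60-minute room-temperature incubation, with wells lacking PGK as controls. Buffer: 100 mM TEA (pH 7.6), 5 mM MgCl2, 0.01% Tween-20. Coupling enzyme GAPDH (100 nM final) supplies unstable 1,3-BPG in-well.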
G9a inh: qHTS Assay for Inhibitors of Histone Lysine Methyltransferase G9a | G9a H3K9 monomethylation, AlphaScreen, 2 h | Potency, µM (highest dose often 102 µM), without a hit: at the top dose activity, negative = inhibition, usual class: inhibitors | 8.8% of 350,000 active | AID 504332, 2011; also: potency is read from the fitted curve at half-maximal effect; % is scaled to controls: 0 for no effect and ±100 for the full control effect; nearly all actives have a fitted effect of over 75% in size
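Using a bead-based AlphaScreen, monomethylated H3K9 product from 2 h room-temperature reactions (G9a 20 nM, peptide 500 nM, SAM 20 uM) was detected with 0.5 ug/mL rabbit anti-H3K9me1 antibody.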
ERG Ets-DNA blk: qHTS for Small Molecule Inhibitors of the ERG Ets/DNA interaction; Transcriptional regulator ERG (Homo sapiens), P11308; fluorescence polarization, His-ERG Ets domain / labelled DNA; Potency, µM (highest dose often 76.9 µM), inactives show top-dose FP activity, negative = inhibition, usual class: inhibitors; 0.028% of 370,000 active; active = well fitted inhibition curve with a large enough effect in the polarisation, with a control signal flat; inconclusive = small, poorly fitted or top-dose-only effect, or effect the other way, or a change in a side signal; inactive = no such curve, though single readings can be large or run the other way; the % refers to the polarisation;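 also: polarization taken with two DNA probes labelled with fluorescein and Texas red; potency is read from the fitted curve at half-maximal effect; % of control where 0% means no effect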
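His-tagged ERG Ets domain (1 uM in the protein solution; 300mM KCl, 50mM Tris-HCl, 1mM EDTA, 1mM DTT, pH 7.5) received compound, then a probe mix of 5 nM fluorescein-DNA and 100nM Texas-615-DNA. Fluorescence polarization was read for both dyes.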
GLS inhibitor: qHTS for Inhibitors of Glutaminase (GLS); Glutaminase kidney isoform, mitochondrial (Homo sapiens), O94925; GLS enzymatic activity, qHTS titration; Potency, µM (top dose mostly 45.5 µM), without a hit: top-dose activity change, negative = inhibition, usual class: inhibitors; 0.21% of 410,000 active; AID 624170, 2012; also: potency is read from the fitted curve at half-maximal effect; % is scaled to controls: 0 for no effect and ±100 for the full control effect
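hKGA in 45 mM KH2PO4 (pH 8.2), 0.02% Tween-20 with compound, then 1mM L-Glutamine (stock as added) plus glutamate oxidase/HRP/Amplex red coupling mix. Fluorescence read initially and after 30 min at RT; signal change reflects glutamate formation.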
BAZ2B inh: qHTS Assay for Inhibitors of BAZ2B. Potency, µM (series often up to 114 µM), without a hit: top-dose activity change, negative = inhibition, actives largely listed as inhibitors. 4.4% of 360,000 active. Bromodomain adjacent to zinc finger domain protein 2B (Homo sapiens), Q9UIF8. AlphaScreen BAZ2B-H3K14Ac peptide displacement. AID 504333, 2011; also: potency is read from the fitted curve at half-maximal effect; % is scaled to controls: 0 for no effect and ±100 for the full control effect; nearly all actives have a fitted effect of over 60% in size
Target sequence (Q9UIF8 whole entry, looked up, the tested form may be a part): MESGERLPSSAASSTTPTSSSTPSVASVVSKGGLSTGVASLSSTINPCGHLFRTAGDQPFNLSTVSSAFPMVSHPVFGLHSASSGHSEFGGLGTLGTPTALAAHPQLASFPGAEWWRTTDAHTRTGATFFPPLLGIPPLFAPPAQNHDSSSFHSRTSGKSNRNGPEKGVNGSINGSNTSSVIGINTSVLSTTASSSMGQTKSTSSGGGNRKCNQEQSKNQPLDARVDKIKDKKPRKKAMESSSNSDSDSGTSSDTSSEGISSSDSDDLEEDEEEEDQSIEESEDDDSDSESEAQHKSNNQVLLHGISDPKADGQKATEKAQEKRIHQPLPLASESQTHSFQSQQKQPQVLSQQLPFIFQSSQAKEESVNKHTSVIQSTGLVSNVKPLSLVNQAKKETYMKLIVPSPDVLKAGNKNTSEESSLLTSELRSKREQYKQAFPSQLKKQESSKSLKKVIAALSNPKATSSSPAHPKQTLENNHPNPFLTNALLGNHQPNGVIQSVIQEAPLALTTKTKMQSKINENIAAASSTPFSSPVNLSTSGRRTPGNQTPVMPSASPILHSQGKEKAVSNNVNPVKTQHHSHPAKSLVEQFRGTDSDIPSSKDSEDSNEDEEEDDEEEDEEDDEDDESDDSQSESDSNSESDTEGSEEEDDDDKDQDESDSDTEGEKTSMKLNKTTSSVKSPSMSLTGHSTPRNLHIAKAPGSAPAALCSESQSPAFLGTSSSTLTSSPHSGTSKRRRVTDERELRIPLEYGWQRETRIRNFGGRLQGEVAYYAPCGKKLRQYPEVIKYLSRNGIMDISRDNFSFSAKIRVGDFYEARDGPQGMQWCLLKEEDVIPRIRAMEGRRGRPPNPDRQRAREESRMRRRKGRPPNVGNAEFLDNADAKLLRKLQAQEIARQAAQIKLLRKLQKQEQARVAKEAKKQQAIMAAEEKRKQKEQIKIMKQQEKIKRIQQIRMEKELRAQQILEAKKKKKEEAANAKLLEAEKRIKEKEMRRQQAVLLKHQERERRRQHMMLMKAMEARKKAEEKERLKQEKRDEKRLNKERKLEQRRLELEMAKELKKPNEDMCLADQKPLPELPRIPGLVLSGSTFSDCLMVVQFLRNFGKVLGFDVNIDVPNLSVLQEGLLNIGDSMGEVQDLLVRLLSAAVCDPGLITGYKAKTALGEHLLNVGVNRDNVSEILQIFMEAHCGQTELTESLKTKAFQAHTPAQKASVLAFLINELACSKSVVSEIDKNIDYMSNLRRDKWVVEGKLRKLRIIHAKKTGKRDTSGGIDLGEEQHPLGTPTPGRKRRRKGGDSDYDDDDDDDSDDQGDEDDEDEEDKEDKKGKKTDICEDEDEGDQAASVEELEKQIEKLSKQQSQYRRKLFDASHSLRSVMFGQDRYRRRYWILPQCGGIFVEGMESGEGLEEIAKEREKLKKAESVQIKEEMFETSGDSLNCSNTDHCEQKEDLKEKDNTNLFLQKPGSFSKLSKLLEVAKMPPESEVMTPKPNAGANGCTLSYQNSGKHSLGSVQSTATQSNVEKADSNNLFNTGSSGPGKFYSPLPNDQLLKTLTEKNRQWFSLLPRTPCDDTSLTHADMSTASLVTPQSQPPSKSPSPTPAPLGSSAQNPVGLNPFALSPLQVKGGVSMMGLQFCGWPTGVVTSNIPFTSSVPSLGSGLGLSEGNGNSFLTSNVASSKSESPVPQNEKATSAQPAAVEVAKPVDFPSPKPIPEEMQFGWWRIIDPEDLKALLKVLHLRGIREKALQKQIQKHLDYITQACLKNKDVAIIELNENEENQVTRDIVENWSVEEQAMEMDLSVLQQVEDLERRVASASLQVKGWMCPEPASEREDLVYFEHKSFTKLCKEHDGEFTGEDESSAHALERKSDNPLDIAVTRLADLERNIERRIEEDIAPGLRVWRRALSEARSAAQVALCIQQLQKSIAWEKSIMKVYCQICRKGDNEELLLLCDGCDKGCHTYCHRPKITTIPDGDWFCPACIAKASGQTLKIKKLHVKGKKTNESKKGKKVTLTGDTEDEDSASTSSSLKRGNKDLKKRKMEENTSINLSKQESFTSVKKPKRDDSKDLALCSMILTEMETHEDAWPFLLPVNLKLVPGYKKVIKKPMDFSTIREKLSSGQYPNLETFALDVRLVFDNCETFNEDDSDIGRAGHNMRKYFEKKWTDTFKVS
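AlphaScreen displacement: compounds (up to 110uM) incubated 30 min at room temperature with a preformed 50 nM BAZ2B/50 nM biotinylated H3K14Ac peptide complex in PBS pH 7.4 with Tween-20. Donor and acceptor beads at 10 ug/mL final added, 20 min light-protected before reading.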
JMJD2A Tudor inh: qHTS Assay for Inhibitors of JMJD2A-Tudor Domain; Lysine-specific demethylase 4A (Homo sapiens), O75164; AlphaScreen JMJD2A-Tudor / H3K4me3 peptide binding; Potency, µM (doses to about 114 µM), inactives show at the highest dose activity change, negative = inhibition, usual class: inhibitors; 4.4% of 390,000 active; also: potency is read from the fitted curve at half-maximal effect; % is scaled to controls: 0 for no effect and ±100 for the full control effect; nearly all actives have a fitted effect of over 50% in size
Pin1 inh: qHTS Assay to Find Inhibitors of Pin1; Peptidyl-prolyl cis-trans isomerase NIMA-interacting 1 (Homo sapiens), Q13526; Pin1 FP peptide displacement, HiFluor488, 10 min; Potency, µM (doses to about 115 µM), for the others: at the highest dose activity, negative = inhibition, hits mostly inhibitors; 0.009% of 390,000 active; active = well fitted inhibition curve with a large enough effect in the polarisation, with a control signal flat, not every such curve was filed as active; inconclusive = small, poorly fitted or top-dose-only effect, or effect the other way, or a change in a side signal; inactive = no such curve, though single readings can be large or run the other way; the % refers to the polarisation; also: potency is read from the fitted curve at half-maximal effect; % is scaled to controls: 0 for no effect and ±100 for the full control effect
The depositor's hits bear a star; i = inactive; u = inconclusive; x = not tested or not shown; [ ] = remark or other dose. Unless noted, calls follow the shape of the dose curve; as a rule, active = well fitted curve in the direction sought with a large enough effect; inconclusive = small, poorly fitted or top-dose-only effect, or another doubt; inactive = no such curve, though single readings can be large; an effect the other way counts as inactive or inconclusive.

SMILES | HP1b chromo inh | PI4K2A block | Tb PGK inh | G9a inh | ERG Ets-DNA blk | GLS inhibitor | BAZ2B inh | JMJD2A Tudor inh | Pin1 inh
C=CCOC(=O)C1=C(C)Nc2ncnn2C1c1cccs1 (stereo unspecified) | 17.1% | -3.5 | 0.9% | 2.4% | 0.2% | 13.0% | -5.3% | -3.2% | -4.1%
CCOc1ccc(N2C(=O)CC(N(CCc3ccc(S(N)(=O)=O)cc3)C(C)=O)C2=O)cc1 (stereo unspecified) | 2.1% | -3.9 | -1.1% | u | 2.7% | 3.0% | -25.7% | -15.1% | u
CCCCN1CCc2c(c3ccccc3n2Cc2ccccc2)C1 | 12.5% | -2.9 | x | u | -5.0% | 1.3% | -30.7% | -35.2% | -6.4%
O=C(/C=C/Nc1ccccc1Br)c1ccccn1 | -9.3% | u | u | -50.5%[59 µM] | 2.5% | 9.9% | -7.3% | u | -2.5%
COc1cccc(CNC(=O)COc2cccc(-n3cnnn3)c2)c1 | 15.7% | 2.5 | -3.2% | u | 1.6% | 1.5% | -4.3% | -11.7% | -3.6%
Cc1ccc(S(=O)(=O)N2CCCCC2C(=O)Nc2nncs2)cc1 (stereo unspecified) | 32.0% | -1.0 | -1.5% | 39.8µM* | -1.0% | -1.2% | -0.2% | -10.2% | -0.2%
CC(C)c1ccc(C2(C)NC(=O)N(CC(=O)NCC3COc4ccccc4O3)C2=O)cc1 (stereo unspecified) | 4.2% | -4.8 | i | 22.4%[12.7 µM] | -29.6% | 5.8% | 19.1% | -23.3% | -1.9%
COc1cccc(/C=C(\C(=O)O)c2ccccc2)c1 | 34.1%[activator] | 0.5 | -3.4% | -2.6% | -2.9% | 4.5% | x | 2.4% | -9.6%
C=C1C2(C(=O)Nc3nccs3)CCC(C2)C1(C)C (stereo unspecified) | 17.7% | 3.2 | -1.0% | -0.6%[12.7 µM] | 7.1% | -5.8% | 10.9% | -1.6% | 20.4%
COc1cccc(-n2c(=O)c3c(C)c(C)sc3n(CC(=O)NCc3ccc(C)cc3)c2=O)c1 | 39.9%[activator] | 3.5 | x | 0.2%[59 µM] | -1.8% | -10.3% | 2.6% | -0.7% | 5.9%
CSc1ccc(S(=O)(=O)N2CCC(C(=O)Nc3ccc(C(N)=O)cc3)CC2)cc1 | 26.2% | 0.5 | -2.1% | -2.9% | 5.3% | -18.4% | u | -14.7% | -0.8%
N#Cc1ccc(NC(=O)COC(=O)CCc2nc3ccccc3c(=O)[nH]2)cc1 | 19.9% | -3.5 | -6.3% | 50.1µM* | -13.0% | -10.2% | 3.0% | 0.0% | -8.3%
O=C(Nc1ccc(-c2nc3ccccc3s2)cc1)C1=COCCO1 | 24.7% | -13.8 | -6.4% | 9.8%[59 µM] | -2.6% | -13.7% | -3.2% | -12.0% | 2.0%
O=C(Nc1ccccc1)N1N=CCC1c1ccccc1 (stereo unspecified) | -7.9% | 2.8 | -6.6% | 1.2% | 2.2% | -13.4% | -21.2% | -18.9% | -5.4%
CCN(C(=O)c1cn(CC)c(=O)c2cc(OC)c(OC)cc12)c1ccccc1C | 24.8% | -0.9 | -4.2% | -2.2%[59 µM] | -4.3% | 0.7% | 10.6% | -5.5% | 3.4%
CC(=O)Nc1cccc(-c2csc(NCc3ccccc3)n2)c1 | u | 6.1 | -6.8% | 11.2µM* | 1.3% | 12.2% | 20µM* | 12.6µM* | 0.4%
Cc1cccc2cc(CN(Cc3ccc(F)cc3)C(=O)N3CCOCC3)c3nnnn3c12 | u | -3.6 | i | 15.6%[59 µM] | 1.9% | 7.2% | 5.7% | u | -5.4%
COc1ccc(NC(=O)COCc2cc(-c3ccco3)on2)cc1Cl | -6.7% | 0.2 | 6.2% | -32.9%[59 µM] | -3.0% | 2.1% | -37.7% | -5.0% | 5.3%
COc1ccc2cc(C(C)C(=O)OC(C)C)ccc2c1 (stereo unspecified) | 165.9%[activator] | 0.5 | -7.1% | 14.1%[2.33 µM] | -0.1% | 0.3% | 129.9%[activator] | 130.7%[activator] | u
O=C1CN(C(=O)COc2ccc(F)cc2Br)c2ccccc2N1 | 39.4%[activator] | 1.5 | 0.4% | u | 12.1% | 0.0% | -27.8% | -8.3% | 1.9%
N#Cc1cc2c(nc1SCC(=O)Nc1sc3c(c1C#N)CCC3)CCCC2 | 52.3%[activator] | 2.6 | -4.8% | -16.2% | -10.3% | 0.8% | -4.5%[57.1 µM] | -24.1% | 15.9%
CSc1ccccc1OCc1cc(C(=O)NC2CCOC(C)(C)C2)no1 (stereo unspecified) | 42.6%[activator] | 2.0 | -3.6% | 0.7% | 5.9% | 0.7% | -9.6% | 0.7% | -4.0%
CC(C)c1ccc(Nc2nc(Cl)nc(NCc3ccco3)n2)cc1 | 27.8% | -2.2 | -10.2% | -0.7%[12.7 µM] | 23.0% | -1.8% | -0.1% | -11.8%[11.4 µM] | 0.9%
NS(=O)(=O)c1ccc(Cl)c(C(=O)Nc2ccccc2[N+](=O)[O-])c1 | 11.4% | 2.4 | 8.8% | -3.2% | -2.1% | 6.2% | -16.0% | -16.0% | -2.3%
CCCCNC(=O)c1cccc(C(=O)NCCCC)c1 | 22.4% | -0.2 | -1.1% | -29.5%[12.7 µM] | 2.9% | 1.1% | 5.9% | -1.5% | -10.2%
CCC1CCCCN1CCCNC(=O)C1CCCN(c2nn3c(=O)cc(C)nc3s2)C1 (stereo unspecified) | 35.0% | -1.9 | -0.7% | x | -1.3% | -16.9% | -3.8% | -20.9% | -1.8%
COc1ccc(S(=O)(=O)Oc2ccc(C(=S)N3CCOCC3)cc2OC)cc1 | 19.6% | 1.4 | 7.1% | x | -3.5% | -2.1% | -3.7% | -22.1% | -0.1%
Fc1ccccc1-c1cc2ccccc2cn1 | 73.3%[activator] | -10.1 | -12.2% | -3.5%[0.501 µM] | -6.5% | -0.1% | 71.4%[activator] | 16.2% | 0.4%
CCCN(CCC)CCCNS(=O)(=O)c1cc(Br)cc2c1N(C(C)=O)CC2 | 16.2% | -0.4 | i | 48.3%[12.7 µM] | 7.1% | -4.9% | 0.8% | 2.2% | -8.9%
CC(OC(=O)c1cccs1)C(=O)NCCc1ccccc1 (stereo unspecified) | 0.1% | -0.8 | i | 14.5% | 6.5% | 3.5% | 6.0% | -7.2% | -12.9%
Cc1sc2nc(CSC(C)C(=O)Nc3ccc(C#N)cc3)[nH]c(=O)c2c1C (stereo unspecified) | 13.1% | -8.3 | -4.5% | 15.9%[0.501 µM] | 16.0% | -5.6% | 3.3% | -11.0% | u
CCC(C)(C)NC(=O)c1sccc1Oc1ccc(F)cc1[N+](=O)[O-] | u | -9.2 | 5.6% | u | 3.8% | 12.7% | u | u | 4.1%
O=C(CN(c1ccc2c(c1)OCCO2)S(=O)(=O)c1ccccc1)NCc1ccco1 | 10.3% | 4.3 | -9.0% | 6.8%[59 µM] | -5.1% | -4.6% | -29.0% | 9.2%[11.4 µM] | 2.7%
Cc1sc2ncnc(N3CCC(C)CC3)c2c1C | 70.7%[activator] | 3.1 | 5.0% | -33.9%[59 µM] | -11.4% | 0.3% | 29.1% | 19.2% | 0.3%
Cc1cccc(NC(=O)C2CCCN(S(=O)(=O)c3cccc4cccnc34)C2)c1 (stereo unspecified) | 40.7%[activator] | 4.6 | -3.5% | -50.8% | -0.7% | 2.4% | 2.3% | -17.6% | u
O=C(NCCn1ccc2ccccc21)c1cccc([N+](=O)[O-])c1 | 7.7% | 0.4 | -6.9% | -27.4% | -9.3% | 0.0% | x | -12.5% | 3.5%
COc1ccc(CCNC(=S)N2CCN(S(=O)(=O)c3cccc(F)c3)CC2)cc1 | 10.1% | 4.2 | -3.8% | 50.1µM* | -8.9% | -0.1% | 12.4% | 2.1% | 2.3%
COc1ccc(C(C)=O)cc1COC(=O)c1ccc(S(=O)(=O)N(C)C)cc1 | 18.3%[57 µM] | 4.3 | -9.3% | -49.1% | -3.3% | 1.7% | u | 2.6% | -3.0%
CSc1ccc(-c2c(C#N)c(N)nc3c2CCCC3)cc1 | 36.6% | 4.5 | 3.7% | 1.7% | -0.4% | 1.8% | 11.5% | -23.8% | 0.8%
C/C(=N\NC(=O)Cc1cccn1C)c1ccco1 | 32.9% | -5.1 | -1.0% | 3.1%[12.7 µM] | -1.7% | 2.9% | -16.3% | -14.5% | 3.1%
